Screens deposited in PubChem by several laboratories.
aDG glyco up = activators of alpha-DG glycosylation, primary screen, uHTS, Pro5-aDG cells, AlphaScreen; alpha-DG glycosylation AlphaScreen (IIH6); 0% Pro5, 100% B10-LARGE cell signal; activation, % at 10 µM; 360,000 compounds, 0.22% hits; AID 624168, 2012;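 active = activation of at least 8% versus controls, or a plate z-score of at least 8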;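 note: Pro5 are CHO cells carrying HIG-tagged alpha-DG that lacks glycosylation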
Granule exo inh = LAMP-1 surface exposure blockers, TALL-104 cells – cell-based, flow cytometry, MLPCN library, primary screen | 360,000 compounds, 0.66% hits | AID 651702, 2012 | TALL-104 LAMP-1 surface exposure; cells stimulated with thapsigargin and PMA | inhibition, % at 10 µM;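 active = inhibition above about 55%, limit read from the data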
ABHD5-PLIN5 inh = ABHD5-PLIN5 interaction inhibitors, primary screen, cell lysate, split luciferase complementation, luminescence | AID 602281, 2012 | Split G. princeps luciferase complementation, 4 h | 360,000 compounds, 0.78% hits | Perilipin-5 (Homo sapiens) + 1-acylglycerol-3-phosphate O-acyltransferase ABHD5 (Homo … | inhibition, % at 4 µM;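 active = inhibition above the mean inhibition across every tested compound plus 3 SD, cut at about 22% in these data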;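 note: 0% = DMSO only wells and the 100% control is not disclosed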
Target sequence (Q00G26 whole entry, looked up): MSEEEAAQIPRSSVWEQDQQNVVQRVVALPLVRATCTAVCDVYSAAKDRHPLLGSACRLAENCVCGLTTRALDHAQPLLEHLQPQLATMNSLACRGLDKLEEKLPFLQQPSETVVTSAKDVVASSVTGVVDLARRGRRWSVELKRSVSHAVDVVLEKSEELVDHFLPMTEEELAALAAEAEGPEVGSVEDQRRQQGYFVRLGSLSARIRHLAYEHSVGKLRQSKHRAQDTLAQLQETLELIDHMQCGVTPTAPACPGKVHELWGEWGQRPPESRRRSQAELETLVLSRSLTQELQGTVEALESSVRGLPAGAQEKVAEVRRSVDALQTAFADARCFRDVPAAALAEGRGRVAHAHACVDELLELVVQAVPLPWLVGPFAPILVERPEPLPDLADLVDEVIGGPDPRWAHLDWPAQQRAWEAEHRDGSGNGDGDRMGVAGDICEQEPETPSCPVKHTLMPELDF
Target sequence (Q8WTS1 whole entry, looked up): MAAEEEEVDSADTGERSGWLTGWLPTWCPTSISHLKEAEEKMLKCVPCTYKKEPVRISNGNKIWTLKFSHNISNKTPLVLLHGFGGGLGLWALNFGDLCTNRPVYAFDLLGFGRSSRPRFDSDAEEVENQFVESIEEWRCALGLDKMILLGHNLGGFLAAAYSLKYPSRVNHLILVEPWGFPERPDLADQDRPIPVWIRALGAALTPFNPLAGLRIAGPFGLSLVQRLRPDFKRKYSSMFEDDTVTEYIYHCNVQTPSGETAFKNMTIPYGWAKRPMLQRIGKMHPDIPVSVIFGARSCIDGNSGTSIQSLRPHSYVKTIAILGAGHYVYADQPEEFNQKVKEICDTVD
ABCB6 inh MLPCN = ABCB6 transporter inhibitors, primary screen, K562-ABCB6 cells, flow cytometry, MLPCN library. ATP-binding cassette sub-family B member 6 (Homo sapiens), Q9NP58. 360,000 compounds, 0.19% hits. K562-ABCB6 porphyrin accumulation, 1 h; hits give low values. fluorescence ratio to DMSO, % at 10 µM;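 active = fluorescence ratio to DMSO below 75%, the collection mean minus 3 SD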;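 note: signal is porphyrin accumulated inside mitochondria; 100% equals median channel fluorescence of DMSO control wells; lower ratio means ABCB6 inhibition with less porphyrin fluorescence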
Vif inh = HIV Vif self-association inhibitors, primary screen, imaging, HEK293T, single point | HEK293T cells, Vif self-association by quenched fluorescence, 24 h | inhibition, % at 7.49 µM | 340,000 compounds, 0.35% hits | AID 602346, 2012; in the data active = inhibition above about 50%, passing the limit was not always enough; note: some results filed as inactive read as strong as hits
MC4R barr agon = MC4R agonists recruiting beta-arrestin, primary screen, cell-based, luminescence, agonist arm of biased-ligand search; U2OS MC4R beta-arrestin complementation; percent of melanotan II response, DMSO zero; activation, % at 8.9 µM; 360,000 compounds, 0.98% hits; AID 540308, 2011;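 active = activation above a per-plate cutoff, the mean activation of sample wells on that plate plus 3 SD, cut at about 8% in these data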
MC4R antagonist = MC4R antagonists of cAMP signaling, primary screen, cell-based, TR-FRET, antagonist arm of biased-ligand search | Melanocortin receptor 4 (Homo sapiens), P32245 | MC4R-expressing cells, MTII-stimulated cAMP, LANCE TR-FRET | inhibition, % at 6.5 µM | 360,000 compounds, 0.48% hits;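 active = inhibition above its plate's cutoff, the mean of tested wells on that plate plus 3 SD, cut at about 29% in these data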;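 note: 0% = Melanotan II alone and 100% = Melanotan II plus saturating MCL0020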
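Assay system: human MC4R-expressing U2OS cells; reagent: Melanotan II stimulation of cells; dosing: 6.5 µM single dose; timing: compound 30 min, challenge 1 h, detection 1 h; signal: TR-FRET cAMP assay; replicates: one well per compound, no replicates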
TLR9-MyD88 inh = inhibitors of TLR9-MyD88 association in cells, primary screen, cell-based, CHO, BLA complementation, fluorescence; 340,000 compounds, 0.21% hits; CCF4 FRET ratio; AID 504734, 2011; inhibition, % at 4.98 µM; Toll-like receptor 9 (Homo sapiens) + Myeloid differentiation primary response protein …;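 active = inhibition above the mean over all tested compounds plus 3 SD, cut at about 21% in these data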;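 note: 0% = DMSO only wells and 100% = clavulanate BLA inhibitor control wells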
N-glyco inh = increase of ERlucT glycosylation luciferase signal, primary screen, N-linked glycosylation inhibitor project, D54 ERlucT cells, luminescence, set 2; 360,000 compounds, 0.23% hits; D54 ERlucT glycosylation luciferase reporter, 24 h; percent of 100 nM tunicamycin response; reporter increase, % at 12.5 µM;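 active = mean luciferase reporter signal, scaled so untreated is 0 and the glycosylation-blocking control 100, at or above a set limit in every replicate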;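 note: luciferase carries N-glycosylation sites so blocking glycosylation raises the light; 0% = median of neutral control wells and 100% = median of 100 nM tunicamycin wells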
NOD2-RIPK2 inh = NOD2-RIPK2 binding disruptors in cells, primary screen, fluorescence, CHO cells, BLA complementation; 360,000 compounds, 0.38% hits; inhibition, % at 4.98 µM; CCF4 ratio; Receptor-interacting serine/threonine-protein kinase 2 (Homo sapiens), O43353; AID 624267, 2012; in the data active = inhibition above about 21%;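 note: 0% = vehicle only and 100% = reference blocker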
An asterisk follows results filed as active; / = no result given. Some of the compounds tested; rates above refer to the full screens.

smiles,aDG glyco up,Granule exo inh,ABHD5-PLIN5 inh,ABCB6 inh MLPCN,Vif inh,MC4R barr agon,MC4R antagonist,TLR9-MyD88 inh,N-glyco inh,NOD2-RIPK2 inh
O=C1C(Cl)=C(N2CCOCC2)C(=O)N1c1cccc(Cl)c1,0.1,-3,15,93,2,-1.5,-6,-5,-1,-9
Cc1ccc(NC(=O)/C(=C\C=C\c2ccccc2)NC(=O)c2ccccc2)cc1,-0.4,-1,2,99,11,2.5,-5,-3,-3,6
CC1CN(C2CCN(S(=O)(=O)c3ccc(F)cc3)CC2)CC(C)O1 (configuration not stated),-0.1,-5,3,102,-12,0.0,-5,5,1,-5
O=C1CCCc2nc(N3CCN(C(c4ccccc4)c4ccccc4)CC3)ncc21,-0.2,8,-7,95,-6,-1.1,10,-5,-4,-7
CC1CN(C(=S)Nc2ccc(Br)cc2)CC(C)O1 (configuration not stated),-0.2,8,1,101,-2,-1.9,12,4,-2,1
CC(C)(C)c1csc(NC(=O)c2c(F)c(F)c(F)c(F)c2F)n1,1.5,9,5,99,-1,-0.7,14,-7,-7,-5
COc1cccc(COC(=O)C2CC(=O)N(Cc3ccc(C)cc3)C2)c1OC (configuration not stated),-0.2,2,-4,100,6,-2.8,-2,-4,2,2
CCN(CC)c1ncnc2ccc(Br)cc12,0.4,0,4,102,-2,-1.1,6,2,-11,6
Cc1ccccc1S(=O)(=O)Nc1ncnc2scc(-c3ccccc3)c12,0.0,-2,-6,90,-8,1.0,3,9,-2,-13
O=C1Nc2ccccc2OCc2c1cccc2[N+](=O)[O-],-0.1,-3,5,100,-2,0.0,4,1,0,-9
COc1ccc(OC)c(CN2CCN(C(=O)CCNC(=O)c3ccc(Br)cc3)CC2)c1,0.4,-5,10,104,-8,1.4,7,5,0,-7
COc1ccc(-c2noc(CCC(=O)NCc3cccnc3)n2)cc1,0.0,-2,4,99,-3,0.8,9,1,-1,-5
O=C(CSc1nnc(-c2ccncc2)o1)Nc1ccccc1C(F)(F)F,0.2,-1,-4,105,4,0.9,-8,-6,1,-11
Nc1nccc(/C=C/c2ccc(Cl)cc2)n1,0.6,-2,5,94,-4,-1.9,4,-5,-5,3
CC(Cc1ccccc1)C(=O)NCc1ccccn1 (configuration not stated),0.1,-9,-4,100,-1,0.1,-2,4,1,3
Cc1cccc(NC(=O)CNC(=O)CSc2nnc(C(F)(F)F)n2C)c1C,0.4,12,-10,98,-3,-2.9,0,5,1,0
CCCn1c(=O)c2c(c3ccccc31)OC(C)C(=O)N2 (configuration not stated),-0.2,1,5,96,-1,-0.8,0,-6,1,-6
COC(=O)c1ccc(/C=C/C(=O)OCC(=O)Nc2cc(C)on2)cc1,0.0,1,1,96,1,1.4,3,-4,1,-9
c1csc(-c2nc(CN3CCSCC3)cs2)c1,0.0,-4,-3,93,-5,-1.5,4,-3,-19,7
Cc1cc(C)nc(-n2nc(C)cc2Nc2ccccc2)n1,0.7,-1,-6,98,-4,-2.1,3,0,1,-5
Cc1ccc(S(=O)(=O)CCC(=O)Nc2nccs2)cc1,0.3,0,3,99,-1,0.0,-2,-5,-5,-18
CCOc1ccc(N2C(=O)CC(Sc3n[nH]c(-c4ccccc4)n3)C2=O)cc1 (configuration not stated),0.1,9,-6,103,-3,1.7,17,-7,4,4
Cc1ccc(C(=O)NC(=S)NCc2cccnc2)cc1,0.0,0,3,102,6,1.9,1,-9,-1,1
FC(F)Sc1ccc(-n2cc(-c3ccc(Cl)cc3)[n+]3c2CCC3)cc1,-0.3,-3,2,100,-13,-1.6,3,-9,5,-9
Cc1ccc(C(=O)N2Cc3ccccc3CC2C(=O)O)cc1 (configuration not stated),-0.1,3,4,101,-3,1.4,-3,-11,1,6
COc1ccc(CC2=CC(=O)c3ccccc3C2=O)cc1,-0.2,50,85*,110,40,-0.6,2,24*,24,63*
C=CC[C@H](CC(=O)NCCO)C(=O)N[C@H](COC(=O)[C@@H](CC=C)Cc1ccc(F)cc1)Cc1ccccc1,-0.3,8,-2,94,3,-0.2,4,-1,-1,-19
Cc1ccc(C(=O)NNC(=O)OC(C)(C)C)c(Cl)c1,0.0,-1,-3,117,5,-2.7,-4,-3,-1,3
COc1ccccc1CNC(=S)Nc1ccc(F)cc1,0.0,-2,-5,101,-4,-1.9,4,7,-2,-5
O=C(C[C@H]1C/C=C\C[C@H](Cc2ccc(F)cc2)C(=O)OC[C@@H]2CCCN2C1=O)N[C@H](CO)Cc1ccccc1,-0.2,-9,11,96,17,-1.4,1,-2,0,-5
O=C(N/N=C1/CCCc2ccccc21)C(c1ccccc1)c1ccccc1,-0.1,-2,4,94,-13,1.1,14,-8,-2,0
CCc1ccc(N2C(=O)CN(CC(=O)OC)C2=S)cc1,-0.2,-3,-1,92,-1,-1.3,9,0,1,0
O=C(CN1CCCCC1)Nc1scc2c1c(=O)oc1ccccc12,0.2,4,-2,92,6,-0.5,3,9,2,-6
CCn1cc(/C=N/NC(=O)COc2cccc3cccnc23)c2ccccc21,-0.1,12,1,96,16,0.7,-6,0,4,-10
CC(=O)c1ccccc1OC(=O)CCN1C(=O)c2ccccc2C1=O,0.2,-7,9,97,8,-1.1,-6,-8,0,-5
O=C(Nc1ccccc1)N1CCN(c2nc3ccccc3s2)CC1,0.4,3,-6,95,-23,0.7,8,-6,-1,7
Cc1ccccc1NCC(=O)N/N=C\C=C\c1cccc([N+](=O)[O-])c1,0.1,-1,4,96,2,1.7,-4,6,0,-3
N#CC1=C(C=Nc2ccccc2O)CCC1,0.1,1,2,100,-6,-0.9,5,-1,1,5
CC1=NNC(=O)C1C(c1ccccc1)C(C#N)C#N (configuration not stated),0.0,12,-2,103,9,-0.2,12,3,-1,-1
CC(C)(C)NC(=O)c1cc(-c2ccccc2)n[nH]1,1.4,2,3,99,0,-3.4,-5,6,1,2

Pulled by compound from above, two records:
smiles,aDG glyco up,Granule exo inh,ABHD5-PLIN5 inh,ABCB6 inh MLPCN,Vif inh,MC4R barr agon,MC4R antagonist,TLR9-MyD88 inh,N-glyco inh,NOD2-RIPK2 inh
O=C(CN1CCCCC1)Nc1scc2c1c(=O)oc1ccccc12,0.2,4,-2,92,6,-0.5,3,9,2,-6
CC(=O)c1ccccc1OC(=O)CCN1C(=O)c2ccccc2C1=O,0.2,-7,9,97,8,-1.1,-6,-8,0,-5

The listing continues:
smiles,aDG glyco up,Granule exo inh,ABHD5-PLIN5 inh,ABCB6 inh MLPCN,Vif inh,MC4R barr agon,MC4R antagonist,TLR9-MyD88 inh,N-glyco inh,NOD2-RIPK2 inh
N#Cc1nc(N2CCCC2)nc(N2CCCC2)n1,-0.1,5,-5,105,-22,-0.4,-6,-40,1,-5
COc1ccc(Cc2nnc(N)s2)cc1,-0.1,2,-1,78,-2,-0.9,3,1,1,10
CCOC(=O)CSc1nc2ccccc2n1CC(=O)N1CCN(c2ccccc2)CC1,-0.2,3,-6,90,8,-2.1,1,8,-1,-4
COc1ccc(/C=C2\SC(=S)N(CC(=O)OCC(=O)Nc3ccc(C)cc3Cl)C2=O)cc1,0.1,0,7,99,14,1.9,-2,5,-5,7
COCCN1C(=O)N(c2cccc(C)c2)C(=O)C1CC(=O)Nc1ccc(OC)cc1 (configuration not stated),0.1,6,-14,103,-3,-1.1,5,-5,1,2
CCOc1ccccc1CNC(=O)C(C)n1nc(C)c2c(C)n(-c3ccccc3)nc2c1=O (configuration not stated),-0.1,-9,-7,101,-5,-4.1,12,12,-5,-2
Cc1n[nH]c(C)c1CCNCc1ccc(OCC(O)CN2CCCCC2)cc1 (configuration not stated),-0.3,-1,7,96,-2,0.3,-5,0,0,6
N#Cc1cccnc1N1CCN(C(=O)c2cccs2)CC1,0.1,-8,-1,99,/,-2.1,1,11,1,6
Cc1ccc(SCc2[nH]nc3c2C(c2ccc(C)o2)C(C#N)=C(N)O3)cc1 (configuration not stated),0.1,2,-8,101,-6,-1.2,14,-2,4,2
O=C(NCC1CCCO1)c1ccc2c(=O)n(-c3ccccc3)c(=S)[nH]c2c1 (configuration not stated),-0.2,-1,-4,100,-1,-3.8,13,6,-3,2
NC(=O)CN(c1ccc([N+](=O)[O-])cc1)S(=O)(=O)c1ccccc1,-0.3,-1,1,100,-5,-1.1,2,-13,4,-7
S=C1N[C@H]2CCCC[C@@H]2N1,-0.1,-2,3,89,1,0.4,0,/,3,-9
CCN(Cc1ccc(O)cc1)CC1CCCN(CCc2cccc(F)c2)C1 (configuration not stated),0.0,67*,-2,102,-9,-0.7,13,-5,-3,2
COc1ccc(C(=O)Nc2ccccc2C(=O)NCC2CCCO2)cc1 (configuration not stated),0.1,-6,2,96,-9,-3.4,9,-8,0,-12
O=C(c1cccnc1)N1CCN(S(=O)(=O)c2ccc3ccccc3c2)CC1,-0.1,0,0,101,-7,-0.9,-5,11,2,1
O=C(C(Cc1ccccc1)n1cccc1)N1CCCCCC1 (configuration not stated),-0.3,-1,-4,104,1,0.6,13,-7,-3,2
COc1ccc(N2CCN(C(=O)CCC(=O)NNc3nc4ccccc4c4nc(C)nn34)CC2)cc1,-0.3,-9,5,98,0,-2.5,-2,-4,-2,-7
C=CCN1C(=O)c2ccccc2NC1c1cc(Br)cs1 (configuration not stated),0.1,4,1,96,-4,-1.0,8,5,1,2
COc1ccc(C2CC(Cn3cc(C#N)c(=O)n(C)c3=O)ON2C)cc1 (configuration not stated),-0.4,-1,2,102,-8,-0.9,0,/,2,-6
CN=C1NC(C)(C)C2CCC(C)(CC2)S1,0.1,1,1,110,8,-1.0,9,-5,1,-12
O=C(CSc1ccc(S(=O)(=O)N2CCCC2)cn1)Nc1ccc([N+](=O)[O-])cc1C(F)(F)F,0.2,0,-6,97,-1,-0.3,1,0,-3,2
O=C1c2cccc3cccc(c23)C(=O)C1(O)O,0.0,71*,-22,98,0,-1.1,-6,-3,6,-18
O=C(C1CCCN(S(=O)(=O)c2ccc(Cl)cc2)C1)N(Cc1cccs1)C1CC1 (configuration not stated),1.4,2,0,93,/,1.6,-3,5,-5,6
